Compound activity from PubChem.
NCI-60 one-dose screen, 48 h, at 10 µM unless noted. Numbers give growth in % (100 = growth as untreated, 0 = no growth, -100 = all killed).
SK-OV-3: SK-OV-3 ovarian cancer cells; 3.2% of 80,000 active; AID 1794785
COLO 205: COLO 205 colon cancer. 7.3% of 79,000 active. AID 1794742
NCI-H23: NCI-H23 lung cancer; 4% of 80,000 active
NCI-H460: NCI-H460 lung cancer; 6.8% of 82,000 active; AID 1794736
NCI-H226: NCI-H226 lung cancer | 3.5% of 79,000 active | AID 1794732
NCI-H322M: NCI-H322M lung cancer; 2.7% of 80,000 active; AID 1794733
IGROV1: IGROV1 ovarian cancer | 4.7% of 79,000 active | AID 1794786
NCI-H522: NCI-H522 lung cancer; AID 1794739; 8% of 78,000 active
NCI/ADR-RES: NCI/ADR-RES ovarian cells. 4.4% of 81,000 active. AID 1794790
* = called active by the depositor; . = no result given; ! = not active in a repeat. The calls were made as follows: active = growth percent below 10; inactive = the rest.

Screens in order: SK-OV-3 | COLO 205 | NCI-H23 | NCI-H460 | NCI-H226 | NCI-H322M | IGROV1 | NCI-H522 | NCI/ADR-RES
(1) CCCCCCCCC1OC(C)CC(C)(C)O1 (centres undefined)
  87.5 | 104.0 | 99.0 | 102.6 | 91.1 | 112.6 | 107.7 | 89.6 | 101.4
(2) COc1cccc(-c2nc3ccccc3s2)c1O
  103.4 | 112.0 | 82.1 | 90.1 | 86.9 | 92.2 | 51.5 | 75.9 | 86.0
(3) COc1cc(C2C(Cl)C(=O)N2n2cnnc2)ccc1O (centres undefined)
  82.4 | . | 103.9 | 98.8 | 95.0 | 91.2 | 96.9 | 82.0 | 105.3
(4) N#C/C(=C\c1cccc([N+](=O)[O-])c1)C(=O)c1ccccc1
  108.2 | 118.6 | 102.8 | 103.3 | 101.5 | 108.0 | 109.6 | 94.6 | 113.1
(5) COc1cccc2sc(NCN3N=C(C)CC3=O)nc12
  95.2 | 115.0 | 102.0 | 103.2 | 94.3 | 96.1 | 105.1 | 76.4 | 108.4
(6) O=C(/C=C/c1cccs1)c1ccc(OCc2nnc(-c3ccc(Cl)cc3)o2)cc1
  106.2 | 114.2 | 99.8 | 99.3 | . | 109.1 | 100.7 | 102.8 | 81.0
(7) O=CN1N=C(c2ccc(Cl)cc2)CC1c1cn(-c2ccccc2)nc1-c1ccc(Cl)cc1 (centres undefined)
  104.4 | 107.3 | 105.9 | 93.8 | 104.1 | 107.6 | 120.2 | 77.6 | .
(8) COc1ccc(-n2c(SCC(=O)NNC(=S)NC(=O)c3ccccc3)nc3ccc(Cl)cc3c2=O)cc1
  106.4 | 114.2 | 93.3 | 64.0 | 86.3 | 88.8 | 99.4 | 104.8 | 46.7
(9) CN(CCO)c1cnn(CCO)c(=O)c1Cl
  102.1 | 122.0 | 96.9 | 105.9 | 96.1 | 91.2 | . | . | 115.2
(10) OCC(O)C(O)C(O)C(O)C(O)C(O)CO (centres undefined)
  91.4 | 97.8 | 94.6 | 102.3 | 83.9 | 89.0 | 101.5 | 98.9 | 104.0
(11) Oc1ccc2cn[nH]c2c1
  102.6 | 104.5 | 96.5 | 115.2 | 111.0 | 102.2 | 85.8 | 148.3 | 98.2
(12) CSc1nc(S(C)(=O)=O)ncc1C
  97.9 | 111.5 | 100.1 | 102.0 | 94.4 | 94.6 | 108.8 | 88.7 | 101.3
(13) OCC(I)CO
  111.3 | 101.5 | 100.5 | 110.6 | 102.0 | 97.6 | 108.0 | 91.7 | 102.2
(14) CCOC(=O)c1ccc(N=CC2CCCCC2=O)cc1 (centres undefined)
  105.8 | 108.5 | 102.0 | 98.8 | 90.7 | 116.6 | 112.4 | 92.2 | 104.0
(15) CCOC(=O)CC[C@H](NC(=O)c1ccc(CNc2nc3cc(C(F)(F)F)ccc3nc2C(=O)OCC)cc1)C(=O)OCC
  58.6 | 117.0 | 64.1 | 85.3 | 89.2 | 100.3 | 85.8 | 89.5 | 70.8
(16) CCOC(=O)CCN(CC(C)C)C(=S)Nc1ccccc1
  130.4 | 113.3 | 98.8 | 107.0 | 106.9 | 107.3 | 102.4 | 100.7 | 105.0
(17) N#Cc1c(-c2ccco2)nc2c(c(-c3ccccc3)nn2-c2ccccc2)c1-c1ccc(O)cc1
  46.4 | 3.6* | 99.7 | 49.8 | 73.3 | 81.9 | 84.2 | 19.3 | 76.4
(18) c1ccc(-c2cc(-c3ccccc3)c(-c3ccccc3)o2)cc1
  126.4 | 131.6 | 104.5 | 112.4 | 109.4 | 89.6 | 97.3 | 95.0 | 108.6
(19) Cc1ccccc1OC(=O)c1ccc([N+](=O)[O-])cc1
  114.6 | 114.6 | 108.6 | 102.7 | 103.7 | 112.3 | 120.8 | 98.5 | 103.6
(20) O=NN(CC(=O)N/N=C/C=C\c1ccccc1)CC(=O)N/N=C/C=C/c1ccccc1
  101.8 | 109.5 | 111.9 | 99.3 | 90.7 | 91.2 | 84.0 | 95.5 | 102.6
(21) O=C(/C=C/c1ccc(C(F)(F)F)cc1)c1ccc(Nc2nc(NCCO)nc(Nc3ccc(Cl)cc3)n2)cc1
  . | . | 76.4 | 28.7 | . | 86.1 | 83.5 | 65.3 | 78.7
(22) CN(C)c1ccc(N=Nc2cccc3ccccc23)cc1
  80.1 | 87.2 | 84.3 | 92.7 | 63.5 | 94.4 | 67.2 | 95.0 | 101.8
(23) CS(=O)(=O)c1cccc(-c2c(-c3cccc(O)c3)nc3sccn23)c1
  123.0 | 112.2 | 93.8 | 104.7 | 92.7 | . | 100.9 | 86.9 | 99.6
(24) COC(=O)c1ccc2oc(NC(=O)c3ccc(N4CCN(C(c5ccccc5)c5ccccc5)CC4)c([N+](=O)[O-])c3)nc2c1
  88.3 | . | 93.9 | 95.4 | 82.7 | 96.4 | 90.1 | 67.6 | 95.0
(25) COC(=O)c1cc(=O)nc(N/N=C/c2ccc(C)cc2)s1
  110.3 | 114.3 | 107.0 | 106.4 | 98.5 | 107.6 | 105.0 | 91.9 | 105.7
(26) Fc1ccc(C2CC(c3ccccc3Cl)=NN2c2ccc(-c3ccccc3)nn2)cc1 (centres undefined)
  78.5 | 91.3 | 77.9 | 87.1 | 74.3 | 95.7 | 58.4 | 69.2 | 81.2
(27) C=C(C)CN(C#N)CC(=C)C
  98.3 | 99.7 | 93.7 | 105.2 | 98.9 | 96.7 | 106.0 | 90.3 | 97.2
(28) CCCCC(CO)ON=C(C)C (centres undefined)
  104.9 | 115.2 | 104.2 | 104.2 | 104.5 | 111.6 | 106.5 | 93.9 | 108.4
(29) COc1c(C(NC(=O)c2ccccc2)c2sccc2C)cc(Cl)c2cccnc12 (centres undefined)
  89.3 | 120.7 | 100.2 | 106.3 | 89.1 | 99.8 | 105.5 | 72.4 | 98.2
(30) O=C1CCCN1c1nc(-c2ccc(-c3ccccc3)cc2)c(Br)s1
  109.3 | 113.1 | 82.9 | 100.8 | 67.7 | . | . | 71.0 | 88.2

2 of these compounds in a different format.
no. | Molecule | SK-OV-3 | COLO 205 | NCI-H23 | NCI-H460 | NCI-H226 | NCI-H322M | IGROV1 | NCI-H522 | NCI/ADR-RES
9 | CN(CCO)c1cnn(CCO)c(=O)c1Cl | 102.1 | 122.0 | 96.9 | 105.9 | 96.1 | 91.2 | . | . | 115.2
10 | OCC(O)C(O)C(O)C(O)C(O)C(O)CO (centres undefined) | 91.4 | 97.8 | 94.6 | 102.3 | 83.9 | 89.0 | 101.5 | 98.9 | 104.0

Next structures:
Screens in order: SK-OV-3 | COLO 205 | NCI-H23 | NCI-H460 | NCI-H226 | NCI-H322M | IGROV1 | NCI-H522 | NCI/ADR-RES
(31) CS(=O)(=O)c1ccc(C(=O)N/N=C/c2c[nH]c3ccccc23)cc1
  96.7 | 101.6 | 104.2 | 106.8 | 90.0 | 99.4 | 102.2 | 96.7 | 102.2
(32) CN(C)CCOc1cccc(-c2nc3sccn3c2-c2ccnc(S(C)(=O)=O)n2)c1
  96.5 | 106.2 | 100.0 | 94.9 | 92.3 | . | 94.3 | 102.8 | 100.5
(33) O=c1[nH]c2nc(Cl)nc(Cl)c2[nH]1
  108.9 | 117.7 | 110.1 | 108.6 | 106.9 | 115.1 | 110.2 | 107.6 | 127.3
(34) CCCCNc1nnc(C(=O)c2c[nH]c3ccccc23)o1
  88.4 | 113.0 | 89.7 | 107.5 | 93.9 | 104.2 | 93.2 | 91.9 | 98.4
(35) O=C(Nc1ccc(-n2ccc3c(NC(=O)c4ccccc4)ncnc32)cc1)c1ccc(Cl)c(Cl)c1
  84.3 | 83.4 | 104.3 | 35.1 | 85.1 | 103.5 | 85.8 | 102.9 | 86.5
(36) COCCOC(=O)c1ccc(C(C)C)cc1
  82.1 | 103.9 | 102.2 | 108.3 | . | 98.2 | 104.2 | 79.7 | 96.0
(37) O=C1/C(=C/c2cn(-c3ccccc3)nc2-c2ccccc2)SC(=S)N1c1ccc(Cl)cc1
  103.9 | 110.6 | 87.5 | 47.5 | 71.2 | 64.8 | 69.1 | 83.7 | 85.7
(38) O=C1Nc2c(ccc(Cl)c2Cl)/C1=C/c1ccc(F)cc1
  89.7 | 97.7 | 87.2 | 97.8 | 84.8 | 93.9 | 42.8 | 76.4 | 94.0
(39) O=C(CCn1c[n+](CC(=O)c2ccc(Cl)cc2)c2ccccc21)Nc1cccc2cccnc12
  100.3 | 112.1 | 103.2 | 113.2 | 102.7 | 105.4 | 105.4 | 103.3 | 102.3
(40) COC(=O)c1c(C(=O)OC)c2c(-c3ccccc3)cc3cccc1n32
  98.3 | 99.2 | 93.6 | 108.4 | 101.1 | 88.5 | 95.8 | 79.3 | 86.1
(41) CNCc1ccccc1[N+](=O)[O-]
  92.7 | 100.9 | 97.6 | 102.4 | 88.8 | 90.6 | 97.3 | 111.1 | 101.8
(42) N#CC(C#N)=C1CCCc2sccc21
  105.9 | . | 111.7 | 113.9 | . | 100.6 | 117.7 | 95.4 | 111.3
(43) COc1c(C)cccc1C(C)=O
  92.3 | 120.5 | 94.9 | 112.1 | 109.2 | 91.8 | 104.1 | 86.9 | 98.1
(44) N#C/C(=C\c1c[nH]c2ccccc12)C(=O)Nc1sc2c(c1C#N)CCC2
  94.0 | 115.0 | 93.7 | 104.2 | 93.9 | 101.5 | 85.5 | 92.9 | 103.2
(45) COc1cc(-c2nn(-c3ccc(NC(=O)NCCCNC(=O)c4ccccc4)cc3)cc2-c2ccncc2)ccc1Cl
  23.8 | -43.4* | 28.8 | 6.8* | 56.1 | . | 38.1 | 3.7* | 69.4
(46) CC(C)C(C(=O)O)n1c(O)c(C=C2N=c3ccccc3=N2)sc1=S (centres undefined)
  99.0 | 106.6 | 107.0 | 103.1 | 90.3 | 98.7 | 101.4 | 93.5 | 108.9
(47) Cc1nc2cc(-c3nn(C(C)C)c4ncnc(N)c34)ccc2o1
  -40.9* | -24.9* | -0.2* | 3.3* | -20.5* | -23.2* | -39.0* | -11.5* | -22.5*
(48) CC(=O)OC[C@H]1OC(Sc2sc(C(=O)c3ccc(C)cc3)c(N)c2-c2nc3ccccc3s2)[C@@H](OC(C)=O)[C@@H]1OC(C)=O (some centres undefined)
  92.3 | 108.7 | 87.7 | 106.4 | 83.6 | 96.2 | 72.0 | 90.7 | 95.9
(49) Cc1nn(-c2ccc(F)cc2)c2ncnc(Nc3ccc(F)c(Cl)c3)c12
  86.1 | 104.0 | 92.5 | 41.5 | 37.1 | 88.0 | 72.4 | 89.6 | 94.9
(50) Cc1cc(C)c(SSc2nnnn2-c2ccccc2)c(C)c1
  123.9 | 119.5 | 103.8 | 102.9 | 111.0 | 113.9 | 107.0 | 107.0 | .
(51) CCCCCCCCc1ccc(C(=O)Nc2ccc(C)c(OP(=O)(O)O)c2)cc1
  115.4 | 126.2 | 101.1 | 110.1 | 101.9 | 110.8 | 110.3 | 82.1 | 97.5
(52) CC(=O)Nc1ccc(S(=O)(=O)NC(CCC(=O)Nc2ccc(Cl)cc2)C(=O)O)cc1 (centres undefined)
  93.7 | 97.8 | 97.3 | 104.7 | 96.8 | 96.9 | 112.3 | 97.1 | 100.4
(53) Cc1cc(O)c([N+](=O)[O-])c(C)c1[N+](=O)[O-]
  100.7 | 101.4 | 107.3 | 103.3 | 96.6 | 100.2 | 106.4 | 86.8 | 110.8
(54) COC(=O)c1[nH]c(=O)c(C#N)c(C(=O)OC)c1-c1ccc(F)cc1
  103.6 | 120.7 | 98.0 | 102.3 | 92.4 | 102.5 | 97.3 | 101.3 | 101.8
(55) C=C1CC[C@@H]2[C@](C)(COC(C)=O)[C@H](OC(C)=O)CC[C@@]2(C)[C@@H]1CC(NC1CCCC1)C1=CCOC1=O (some centres undefined)
  87.9 | 75.2 | 62.5 | 74.8 | 84.5 | 101.2 | 88.3 | 45.6 | 68.5
(56) O=[N+]([O-])c1ccc(/C=C/C=C/c2ccccc2)cc1
  104.8 | 107.4 | 89.2 | 94.0 | 114.4 | 92.0 | 104.7 | 101.2 | 94.0
(57) O=C(Nc1ccc(Cl)c(Cl)c1)Nc1ccc(Cl)c(Cl)c1
  -87.0*! | -86.9*! | 4.8* | 4.3* | 23.7 | -93.6*! | 4.8* | 6.2* | -54.9*!
(58) Nc1nc2c(ncn2COCCO)c(=O)[nH]1
  118.4 | 121.8 | 110.0 | 128.8 | 108.8 | 98.9 | 105.6 | 108.9 | 107.7
(59) O=C(O)c1ccccc1Cc1ccccc1
  130.9 | 113.8 | 93.8 | 101.7 | 110.3 | 72.6 | 94.8 | 91.3 | 99.1
(60) COc1ccc(C(=O)Cn2cnc3c(Nc4cc(C(=O)Nc5ccc(N6CCN(c7ccccc7)CC6)cc5)ccc4C)ncnc32)cc1
  103.3 | 113.5 | 96.6 | 105.0 | 99.5 | 87.9 | 100.5 | 73.6 | 95.0

Molecules above that have a COOH group:
Screens in order: SK-OV-3 | COLO 205 | NCI-H23 | NCI-H460 | NCI-H226 | NCI-H322M | IGROV1 | NCI-H522 | NCI/ADR-RES
(46) CC(C)C(C(=O)O)n1c(O)c(C=C2N=c3ccccc3=N2)sc1=S (centres undefined)
  99.0 | 106.6 | 107.0 | 103.1 | 90.3 | 98.7 | 101.4 | 93.5 | 108.9
(52) CC(=O)Nc1ccc(S(=O)(=O)NC(CCC(=O)Nc2ccc(Cl)cc2)C(=O)O)cc1 (centres undefined)
  93.7 | 97.8 | 97.3 | 104.7 | 96.8 | 96.9 | 112.3 | 97.1 | 100.4
(59) O=C(O)c1ccccc1Cc1ccccc1
  130.9 | 113.8 | 93.8 | 101.7 | 110.3 | 72.6 | 94.8 | 91.3 | 99.1
